SR-BI DiI inh: inhibitors of mouse SR-BI mediated HDL lipid uptake; Q61009; inhibition, % at 12.5 µM; ldlA[mSR-BI] CHO cells, DiI-HDL uptake fluorescence, 3 h; AID 488896; hit rate 0.96% among 320,000;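 active = mean replicate inhibition of at least 70% and a set share of replicates each scoring 70 or more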;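 note: 0% = median of neutral control wells and 100% = median of positive control wells; values of inactives mirror those of a sister screen read the other way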
Target sequence (Q61009 whole entry, looked up): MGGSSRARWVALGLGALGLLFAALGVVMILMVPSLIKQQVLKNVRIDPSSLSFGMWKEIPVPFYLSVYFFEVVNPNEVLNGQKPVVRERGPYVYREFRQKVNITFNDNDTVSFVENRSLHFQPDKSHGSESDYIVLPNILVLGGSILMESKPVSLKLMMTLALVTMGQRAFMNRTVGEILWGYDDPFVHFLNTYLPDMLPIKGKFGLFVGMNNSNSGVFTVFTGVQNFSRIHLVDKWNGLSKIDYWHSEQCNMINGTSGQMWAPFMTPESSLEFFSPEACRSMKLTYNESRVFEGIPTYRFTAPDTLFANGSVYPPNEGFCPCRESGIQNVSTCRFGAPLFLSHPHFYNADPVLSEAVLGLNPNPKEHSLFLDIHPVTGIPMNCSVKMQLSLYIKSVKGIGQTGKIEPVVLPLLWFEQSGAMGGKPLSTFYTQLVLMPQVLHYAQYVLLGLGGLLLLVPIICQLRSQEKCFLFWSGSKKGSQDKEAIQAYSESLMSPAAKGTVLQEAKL
SR-BI DiI-HDL act: activators of SR-BI mediated HDL lipid uptake. activation, % at 12.5 µM. AID 504775. hit rate 0.096% among 320,000. CHO ldlA[mSR-BI] cells, DiI-HDL uptake fluorescence, 3 h; 100 = double the neutral-control signal;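 active = mean replicate activation of at least 60% and every replicate at or above 60%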;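 note: 0% = median plate neutral-control signal and 100% = twice that signal; values of inactives mirror those of a sister screen read the other way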
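material = CHO ldlA[mSR-BI] cells | medium = Ham's F12 with 0.5% BSA, HEPES 25 mM, pH 7.4 | reagent = fluorescent DiI-HDL, 10 µg/mL final | compound dosing = single-point compound dose | incubation = 3 h, 37 °C | measured by = bottom-read fluorescence, 550/595 nm | measure = HDL uptake via cellular fluorescence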
Wnt bcat act: activators of Wnt/beta-catenin signaling. Wnt/beta-catenin reporter cell assay, activator, plate reader. activation, % at 9.35 µM. hit rate 1.2% among 300,000; in the data active = activation above about 30%, passing the limit was not always enough;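 note: 0% = neutral control wells and 100% = positive control wells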
Tat transport: inhibitors of E. coli Tat protein transport; hit rate 0.036% among 340,000; E. coli MC4100 TorA-mCherry Tat export, fluorescence; inhibition, % at 10 µM;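 active = mean replicate inhibition at least 50% and at least half of replicates individually reaching 50%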;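 note: exported cargo escapes ClpAP degradation while cytoplasmic cargo is degraded and loses fluorescence; 0% = median of neutral control wells and 100% = median of NaSCN control wells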
MITF act: activators of MITF-driven TRPM1 promoter activity in SK-MEL-5 cells. SK-MEL-5 TRPM1-promoter luciferase, 24 h; % of positive control, neutral wells = 0. hit rate 0.75% among 300,000. activation, % at 12.5 µM. AID 588334;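 active = mean activation of at least 80% with every replicate also reaching 80%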;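 note: 0% = neutral control wells and 100% = parthenolide positive control wells; values of inactives mirror those of a sister screen read the other way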
E coli growth: reduces bacterial viability in AddAB counter-screen; E. coli V3065 growth, OD600 absorbance, 18 h; inhibition, % at 11.9 µM; hit rate 0.27% among 330,000; AID 449728;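 active = inhibition above the campaign's mean inhibition across all tested compounds plus 3 SD, cut at about 9.9% in these data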;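 note: uninfected addAB+ strain grown without phage in ampicillin broth; 0% = DMSO wells and 100% = ciprofloxacin 0.95 µg/ml wells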
CAL PDZ FP-1: CAL PDZ (human) peptide binding inhibition; hit rate 0.92% among 300,000; purified CAL PDZ, TMR-peptide fluorescence polarization, 1 h; inhibition, % at 24.9 µM; AID 602252;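 active = mean inhibition of at least 30% with at least half of replicates also reaching 30%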;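 note: 0% = DMSO neutral control and 100% = excess unlabeled competitor peptide PRC23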
AddAB inh: less growth of phage-infected E. coli with AddAB; E. coli expressing H. pylori AddAB, absorbance growth; inhibition, % at 11.9 µM; hit rate 0.29% among 330,000; AID 435030; in the data active = inhibition above about 12%;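 note: 0% = vehicle wells of infected cells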
phage Ecoli inh: E. coli growth loss with phage present | growth absorbance | inhibition, % at 11.9 µM | hit rate 0.26% among 360,000 | AID 651602; in the data active = inhibition above about 11%
CAL PDZ FP-2: blocks peptide binding to human CAL PDZ domain | purified CAL PDZ, TMR-peptide fluorescence polarization, 1 h | inhibition, % at 20 µM | Q9HD26 | hit rate 0.02% among 330,000 | AID 504414;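 active = highest replicate inhibition of at least 40%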;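 note: plate controls were DMSO neutral control wells for no effect and unlabeled competitor peptide control wells for full effect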
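Test system: purified CerCALP PDZ construct; Compound dosing: one concentration, 20 µM compound; Also added: TMR-labelled reporter peptide T*-PRC34 bound in PDZ groove; Read-out: inhibition from polarization loss; Controls: unlabelled peptide and DMSO controls; Signal: FP readout, S and P plane fluorescence; Incubation: 1 h at RT.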
Starred values were filed as active, the others as inactive; x = not tested or not shown.

[1] COc1ccc(C)cc1NS(=O)(=O)c1cn(C)c(=O)n(C)c1=O
[2] Cc1ccc(NC(=O)c2ccccc2Cl)c(Cl)c1
[3] O=S(=O)(NCCc1ccccc1)c1cccc2cccnc12
[4] CCOC(=O)Nc1cccc2c1-c1ccc([N+](=O)[O-])cc1C2=O
[5] CC(C)(C)NC(=O)c1cccc2c1-c1ccccc1C2=O

| Screen / compound no. | 1 | 2 | 3 | 4 | 5 |
| --- | --- | --- | --- | --- | --- |
| SR-BI DiI inh | -31 | 23 | -16 | -11 | -6 |
| SR-BI DiI-HDL act | 31 | -23 | 16 | 11 | 6 |
| Wnt bcat act | -2 | 2 | 0 | -1 | 2 |
| Tat transport | 9 | 2 | -4 | -1 | -4 |
| MITF act | x | 86* | 2 | -10 | 4 |
| E coli growth | -0.1 | -1.5 | -2.0 | x | 2.8 |
| CAL PDZ FP-1 | x | 3 | 1 | -1 | 4 |
| AddAB inh | 0.5 | -0.3 | -0.5 | x | 3.5 |
| phage Ecoli inh | 0.8 | 4.3 | 2.4 | 1.5 | 0.8 |
| CAL PDZ FP-2 | -0.3 | -1.5 | -1.2 | -0.1 | -1.7 |

Profiles, quoted from the list:
`Cc1ccc(NC(=O)c2ccccc2Cl)c(Cl)c1` as listed: SR-BI DiI inh = 23; SR-BI DiI-HDL act = -23; Wnt bcat act = 2; Tat transport = 2; MITF act = 86*; E coli growth = -1.5; CAL PDZ FP-1 = 3; AddAB inh = -0.3; phage Ecoli inh = 4.3; CAL PDZ FP-2 = -1.5
`CC(C)(C)NC(=O)c1cccc2c1-c1ccccc1C2=O` as listed: SR-BI DiI inh = -6; SR-BI DiI-HDL act = 6; Wnt bcat act = 2; Tat transport = -4; MITF act = 4; E coli growth = 2.8; CAL PDZ FP-1 = 4; AddAB inh = 3.5; phage Ecoli inh = 0.8; CAL PDZ FP-2 = -1.7

Grouped by structure: those above containing a carbonyl joined to an NH by a bond outside any ring
[2] Cc1ccc(NC(=O)c2ccccc2Cl)c(Cl)c1
[4] CCOC(=O)Nc1cccc2c1-c1ccc([N+](=O)[O-])cc1C2=O
[5] CC(C)(C)NC(=O)c1cccc2c1-c1ccccc1C2=O

| Screen / compound no. | 2 | 4 | 5 |
| --- | --- | --- | --- |
| SR-BI DiI inh | 23 | -11 | -6 |
| SR-BI DiI-HDL act | -23 | 11 | 6 |
| Wnt bcat act | 2 | -1 | 2 |
| Tat transport | 2 | -1 | -4 |
| MITF act | 86* | -10 | 4 |
| E coli growth | -1.5 | x | 2.8 |
| CAL PDZ FP-1 | 3 | -1 | 4 |
| AddAB inh | -0.3 | x | 3.5 |
| phage Ecoli inh | 4.3 | 1.5 | 0.8 |
| CAL PDZ FP-2 | -1.5 | -0.1 | -1.7 |

Further records follow:
[6] CN(C(=O)COC(=O)c1c2c(nc3ccccc13)CCCC2)c1c(N)n(Cc2ccccc2)c(=O)[nH]c1=O
[7] Cc1ccccc1C(=O)NC(CC(C)C)C(=O)Nc1cccc(S(=O)(=O)N(C)C)c1 (centres undefined)
[8] O=C(O)c1ccc([N+](=O)[O-])c(CS(=O)(=O)c2ccc(Cl)cc2)c1
[9] Cc1ccc(OCCNC(=O)c2ccccc2F)cc1
[10] O=[N+]([O-])c1cccnc1NCCc1ccccc1

| Screen / compound no. | 6 | 7 | 8 | 9 | 10 |
| --- | --- | --- | --- | --- | --- |
| SR-BI DiI inh | 18 | -12 | -12 | -3 | -18 |
| SR-BI DiI-HDL act | -18 | 12 | 12 | 3 | 18 |
| Wnt bcat act | -1 | 0 | x | 3 | 3 |
| Tat transport | 4 | 1 | -7 | -7 | -5 |
| MITF act | 1 | -2 | -17 | 13 | 38 |
| E coli growth | 1.3 | 2.7 | 1.2 | -0.8 | 1.4 |
| CAL PDZ FP-1 | -1 | -4 | -4 | 4 | 0 |
| AddAB inh | 3.1 | 4.7 | -0.6 | -2.2 | 4.0 |
| phage Ecoli inh | 1.0 | 3.0 | 4.1 | 0.1 | 3.3 |
| CAL PDZ FP-2 | -3.2 | -1.8 | -0.4 | -0.6 | -1.7 |

[11] O=C(CN1CCN(C(=O)C2CCCO2)CC1)Nc1cc(C(F)(F)F)ccc1Cl (centres undefined)
[12] Cc1ccc(S(=O)(=O)N(C)C)cc1-n1c(SCC(=O)Nc2ccccc2)nc2ccccc2c1=O
[13] CCCCN(CC)C(=O)c1ccc(Cl)cc1
[14] CC1CC(C)(C)CC2(C1)NC(=O)N(CC(=O)Nc1cc(C(F)(F)F)ccc1N1CCCCC1)C2=O (centres undefined)
[15] CN(C)C(=C(C#N)C#N)N1CCN(c2ccc(Cl)c(Cl)c2)CC1

| Screen / compound no. | 11 | 12 | 13 | 14 | 15 |
| --- | --- | --- | --- | --- | --- |
| SR-BI DiI inh | -2 | 25 | -5 | 18 | 37 |
| SR-BI DiI-HDL act | 2 | -25 | 5 | -18 | -37 |
| Wnt bcat act | 3 | -2 | -1 | 5 | x |
| Tat transport | -8 | 2 | 2 | 0 | 3 |
| MITF act | -3 | -11 | -2 | -11 | 6 |
| E coli growth | 1.7 | -1.6 | 0.7 | x | 2.6 |
| CAL PDZ FP-1 | -1 | 4 | -7 | x | -4 |
| AddAB inh | 1.6 | 0.2 | 2.5 | x | 5.5 |
| phage Ecoli inh | 1.4 | 2.8 | 1.1 | -1.4 | 2.9 |
| CAL PDZ FP-2 | -0.9 | -2.8 | 0.1 | 0.1 | -0.2 |

Screening results from PubChem BioAssay.
